697 NFkB inh – inhibitors of the PMA/ionomycin-induced NF-kB reporter in 697 B cells; 697 B-cell NF-kB luciferase reporter, 16 h; inhibition, % at 4 µM; 0.33% of 330,000 active; in the data active = inhibition above about 35%
Mdm2-MdmX inh – disrupts the human Mdm2-MdmX interaction; O15151+Q00987; SaOS-2 split-luciferase Mdm2/MdmX complementation, luminescence; inhibition, % at 8 µM; 3% of 330,000 active; AID 485346;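 active = inhibition of at least 50% at 8 µM in the primary screen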
Target sequence (O15151 whole entry, looked up): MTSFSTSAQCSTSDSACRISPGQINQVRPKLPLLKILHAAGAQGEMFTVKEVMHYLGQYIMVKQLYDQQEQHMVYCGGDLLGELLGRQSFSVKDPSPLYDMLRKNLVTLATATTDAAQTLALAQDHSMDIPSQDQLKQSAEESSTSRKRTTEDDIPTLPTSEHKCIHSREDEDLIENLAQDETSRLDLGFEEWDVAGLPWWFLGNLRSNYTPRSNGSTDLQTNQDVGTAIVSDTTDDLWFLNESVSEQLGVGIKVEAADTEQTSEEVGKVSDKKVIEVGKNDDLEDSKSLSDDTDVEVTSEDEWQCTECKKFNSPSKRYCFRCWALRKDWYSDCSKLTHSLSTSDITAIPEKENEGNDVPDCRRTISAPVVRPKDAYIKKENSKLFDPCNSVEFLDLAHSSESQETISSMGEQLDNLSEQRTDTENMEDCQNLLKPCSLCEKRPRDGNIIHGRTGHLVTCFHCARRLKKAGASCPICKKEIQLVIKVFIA
Target sequence (Q00987 whole entry, looked up): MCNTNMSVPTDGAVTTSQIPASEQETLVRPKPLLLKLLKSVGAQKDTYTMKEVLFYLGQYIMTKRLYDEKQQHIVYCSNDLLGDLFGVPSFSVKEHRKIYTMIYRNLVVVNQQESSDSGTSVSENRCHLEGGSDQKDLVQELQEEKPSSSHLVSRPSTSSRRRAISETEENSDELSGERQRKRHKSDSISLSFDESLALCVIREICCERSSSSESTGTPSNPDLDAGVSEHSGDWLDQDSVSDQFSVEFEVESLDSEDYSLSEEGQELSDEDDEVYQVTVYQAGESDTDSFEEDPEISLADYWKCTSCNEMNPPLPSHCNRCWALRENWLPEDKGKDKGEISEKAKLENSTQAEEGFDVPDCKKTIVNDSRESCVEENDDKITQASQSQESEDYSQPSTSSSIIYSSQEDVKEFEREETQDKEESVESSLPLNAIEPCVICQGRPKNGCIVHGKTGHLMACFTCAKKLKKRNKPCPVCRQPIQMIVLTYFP
APJ ag – activates the human apelin receptor APJ | 0.11% of 330,000 active | CHO-K1 APJ PathHunter beta-arrestin, luminescence; 0% DMSO wells, 100% apelin | P35414 | activation, % at 20 µM;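 active = activation more than six SD over the plate average, tested at 20 µM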;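 note: 0% = DMSO alone and 100% = apelin-13 at 10 nM; some results filed as inactive read as strong as hits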
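Test system – PathHunter CHO-K1 APJ (AGTRL-1) beta-arrestin reporter cells · Input – 1000 cells/well · Compound – single test compound dose, 20 µM final, 1% DMSO · Times – compound stimulation 90 min at 25 °C, detection 60 min · Technique – beta-gal luminescence · Read-out basis – APJ–arrestin association signal · Control set – negative DMSO alone, positive Apelin-13 at 10 nM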
UPR CHOP act – apoptotic UPR (CHOP) activation | CHO-CHOP luciferase reporter, luminescence; percent of tunicamycin response over DMSO baseline | AID 449763 | activation, % at 10 µM | 0.34% of 330,000 active;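 active = at 10 µM dose, activation of 40% or more, normalized to positive control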;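 note: 100% = tunicamycin at 10 µg/mL and 0% = DMSO alone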
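Material: CHO-CHOP cells, stable luciferase reporter of PERK-eIF2a-CHOP signalling; quantity: 500 reporter cells seeded per well; buffer or medium: F12 medium containing 10% fetal bovine serum; compound: one dose, 10 µM in 0.5% DMSO; incubation: 6 h compound treatment, 37 °C; measured by: Steady-Glo luciferase luminescence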
Jurkat NFkB inh – inhibitors of the PMA/ionomycin-induced NF-kB reporter in Jurkat cells. 0.53% of 330,000 active. AID 435003. PMA/ionomycin-induced NF-kB luciferase reporter, luminescence. inhibition, % at 4 µM; in the data active = inhibition above about 50%
UPR XBP1 act – activators of adaptive arm of unfolded protein response (XBP1) | CHO-XBP1 luciferase reporter, IRE1-XBP1 UPR activation, luminescence; percent of tunicamycin response, DMSO as zero | activation, % at 20 µM | 0.33% of 330,000 active;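 active = versus positive control, 20 µM dose yields 30% or more activation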;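 note: 100% = tunicamycin at 10 µg/mL and 0% = DMSO only wells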
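Material: IRE1-XBP1 luciferase reporter CHO line / Quantity: one thousand reporter cells per well / Buffer or medium: F12 with 10% serum / Compound: 20 µM single concentration, DMSO 1% / Times: 6 h treatment, 37 °C / Detection: Steady-Glo luciferase glow luminescence, 10 min after reagent addition / Benchmarks: tunicamycin high, DMSO low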
APJ antag – APJ receptor antagonism | P35414 | CHO-K1 APJ beta-arrestin complementation, luminescence | inhibition, % at 20 µM | 0.32% of 330,000 active;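 active = inhibition above about 40% at 20 µM, limit read from the data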;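 note: cells challenged with 10 nM apelin-13 agonist together with compound; plate controls were apelin-13 plus DMSO wells for no effect and DMSO wells lacking apelin-13 for full effect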
tim23-1 inh – inhibits growth of tim23-1 mutant yeast; inhibition, % at 20 µM; 1.3% of 330,000 active; S. cerevisiae tim23-1 growth, BacTiter-Glo luminescence, 24 h;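 active = growth inhibition of the mutant yeast at or above 50%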;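 note: temperature-sensitive mutant grown at 25 °C; plate controls were DMSO-treated mutant yeast for no effect and medium wells lacking yeast for full effect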
An asterisk follows results filed as active. This is a random part of the collection; about 5% have a hit in one of these screens.

Key to letters: A = 697 NFkB inh; B = Mdm2-MdmX inh; C = APJ ag; D = UPR CHOP act; E = Jurkat NFkB inh; F = UPR XBP1 act; G = APJ antag; H = tim23-1 inh
1. CCCS(=O)(=O)c1c(S(=O)(=O)CCC)c2c(N)cccn2c1C(=O)OC
  A: 12	B: 16	C: -3	D: 1.4	E: 5	F: -2	G: 5	H: 12
2. CCc1noc(C)c1C(=O)N1CCN(S(=O)(=O)c2ccc(Cl)cc2)CC1
  A: 17	B: 1	C: -3	D: -0.4	E: 3	F: -3	G: 7	H: 12
3. COc1ccc(-c2cc(C(F)(F)F)nc(SCC(=O)NCc3ccco3)n2)cc1OC
  A: 7	B: 9	C: 0	D: 0.7	E: 12	F: 0	G: 20	H: 13
4. COc1ccc(C(=O)NC2CC2)cc1OC1CCN(Cc2ccc(SC)cc2)CC1
  A: -5	B: 14	C: 9	D: 0.8	E: 16	F: -3	G: 5	H: 1
5. CC(=O)Cc1nsc(NC(=O)c2c(-c3ccccc3Cl)noc2C)n1
  A: 0	B: -3	C: 1	D: 0.4	E: 8	F: -1	G: 5	H: -2
6. CCCC(=O)Nc1sc(Cc2ccccc2)c(C)c1C(N)=O
  A: 12	B: 13	C: -4	D: 0.9	E: 1	F: -3	G: 14	H: 26
7. COc1ccc(OC)c(N(CC(=O)Nc2ccccc2F)S(=O)(=O)c2ccccc2)c1
  A: 21	B: 6	C: -2	D: 2.0	E: -11	F: -1	G: 5	H: 28
8. O=C(CN1C(=O)CCC1=O)Nc1ccc(S(=O)(=O)N2CCOCC2)cc1
  A: 4	B: 9	C: -2	D: -1.7	E: 4	F: 0	G: 7	H: -12
9. CN(C(=O)COC(=O)c1ccc(Cl)s1)C1(C#N)CCCCC1
  A: -7	B: 8	C: 1	D: 0.7	E: -9	F: 2	G: -13	H: 26
10. O=C(Cn1cc2c(n1)CCCC2)NCc1cccc(Cl)c1
  A: -1	B: -33	C: -3	D: -1.5	E: -1	F: 0	G: 3	H: 18
11. CC1CN(C(=S)c2cccc([N+](=O)[O-])c2)CC(C)O1 (stereo not given)
  A: 3	B: -2	C: -1	D: -3.0	E: 1	F: -1	G: 20	H: 6
12. O=C(CCN1C(=O)c2ccccc2C1=O)NCc1ccncc1
  A: 17	B: 2	C: 0	D: 1.3	E: 7	F: -2	G: 6	H: 13
13. Cc1[nH]n(-c2ccc([N+](=O)[O-])cc2)c(=O)c1C=NCCN1CCN(C(=O)c2ccccc2)CC1
  A: 1	B: -13	C: 2	D: -1.5	E: 4	F: -3	G: 28	H: 35
14. COc1ccc(N(CC(=O)N2CCN(Cc3ccccc3)CC2)S(=O)(=O)c2ccccc2)cc1
  A: -12	B: 10	C: -8	D: 0.9	E: 1	F: 0	G: 12	H: 17
15. CCOc1cc(NS(=O)(=O)c2ccc(NC(C)=O)cc2)c(OCC)cc1NC(=O)c1cccs1
  A: 11	B: 21	C: 0	D: -2.5	E: 9	F: 0	G: 10	H: -3
16. O=C(COc1cc(F)ccc1[N+](=O)[O-])NCCCc1ccccc1
  A: -10	B: 9	C: -1	D: -0.5	E: 1	F: -2	G: 6	H: -10
17. CCS(=O)(=O)N1CCC(C(=O)NCc2ccccc2OC)CC1
  A: 16	B: -7	C: -5	D: -1.6	E: 3	F: 2	G: 4	H: -1
18. CCc1ccccc1NC(=S)N=Nc1c(O)n(C)c2ccc(S(=O)(=O)N3CCOCC3)cc12
  A: 3	B: 52*	C: 2	D: 51*	E: 18	F: 0	G: -31	H: 17
19. CCOC(=O)c1cc(NC(=O)c2ccc(OC)cc2)c(=O)oc1-c1ccccc1
  A: 1	B: 16	C: 1	D: -1.5	E: -12	F: 1	G: -7	H: -15
20. CSc1ccc(/C=N/NC(=O)c2ccc(-n3cnnn3)cc2)cc1
  A: 11	B: 27	C: 0	D: -0.4	E: -8	F: 0	G: 16	H: -4
21. O=C(COC(=O)/C=C/c1cccc(F)c1)Nc1cccc(S(=O)(=O)NC2=NCCCCC2)c1
  A: 9	B: 12	C: -1	D: -1.1	E: -7	F: -3	G: -7	H: -10
22. CCCCC[C@H]1CN(Cc2ccc(OC)cc2)C(=O)[C@@H]1CC(=O)NCc1ccccc1
  A: -19	B: -16	C: 0	D: 0.7	E: 12	F: 0	G: 1	H: 30
23. Cn1cnnc1SCC(=O)Nc1ccccc1F
  A: 10	B: -2	C: -2	D: -1.7	E: -9	F: -1	G: 9	H: 21
24. Cc1ccc(S(=O)(=O)NCc2ccccc2)cc1C(=O)NC1CCC(C)CC1 (stereo not given)
  A: -97	B: 0	C: -2	D: 7.6	E: -60	F: -3	G: 7	H: 27
25. Cc1ccc(S(=O)(=O)c2cc(C#N)c(=O)[nH]c2N)cc1
  A: -1	B: -12	C: 0	D: 0.6	E: -18	F: 1	G: -4	H: 0
26. Cn1nc(C(F)(F)F)c(C#N)c1N1CCN(c2ccccc2F)CC1
  A: 0	B: 19	C: -3	D: -0.8	E: -11	F: 4	G: -12	H: 15
27. S=c1[nH]cc(-c2ccccc2)n1-c1ccccc1
  A: -34	B: -23	C: 2	D: -2.2	E: -15	F: 1	G: 15	H: 3
28. O=C(NCc1cccnc1)c1ccc(S(=O)(=O)N2CCOCC2)cc1
  A: 1	B: 2	C: -3	D: -1.0	E: -4	F: -2	G: 10	H: 9
29. Cc1ccc(NC(=O)Cn2c(=O)n(CCC(=O)NC3CCN(Cc4ccccc4)CC3)c(=O)c3ccccc32)cc1
  A: -7	B: 7	C: -4	D: 0.6	E: -14	F: -1	G: 4	H: -1
30. COc1cc(/C=N/O)ccc1OCc1ccc(C(=O)O)cc1
  A: 85*	B: 83*	C: 1	D: -9.8	E: 85*	F: -6	G: -1	H: 8
31. CN(C(=O)CCc1nnc(-c2ccc(-c3ccccc3)cc2)o1)C1CCOCC1
  A: -1	B: 19	C: 6	D: 3.1	E: 2	F: -9	G: -3	H: 15
32. COc1ccc(OC)c(-n2c(=S)[nH]c3c(sc(=S)n3-c3ccccc3C)c2=O)c1
  A: 10	B: 14	C: 0	D: -0.4	E: -1	F: -1	G: -2	H: 4
33. O=C1NN(c2ccc(Cl)c(Cl)c2)C(=O)/C1=C/c1ccc(-c2ccccc2C(=O)O)o1
  A: 2	B: -1	C: -6	D: -0.5	E: -26	F: 10	G: 29	H: 31
34. COc1ccc(C(CNC(=O)c2ccc(Cl)s2)N2CCOCC2)cc1 (stereo not given)
  A: -1	B: 16	C: 0	D: 2.2	E: 10	F: 0	G: 14	H: 20
35. CC1CCCN(C(=S)SCC(=O)O)C1 (stereo not given)
  A: -6	B: 5	C: -1	D: 1.8	E: 5	F: -1	G: -3	H: 8
36. Cc1ccc(Cl)c(OCC(=O)Nc2ccccc2C(=O)NC2CC2)c1
  A: 0	B: 13	C: -3	D: -0.1	E: 3	F: 0	G: 12	H: 7
37. CCN(CC)C(=O)C1CCCN(c2ccc([N+](=O)[O-])cc2[N+](=O)[O-])C1 (stereo not given)
  A: -2	B: 13	C: -2	D: -0.3	E: -3	F: -2	G: 0	H: 20
38. O=C(c1ccccc1SCc1ccccc1)N1CCOCC1
  A: 18	B: 9	C: -2	D: 0.1	E: -5	F: -3	G: -8	H: 17
39. CCN1CCN(C(=O)c2cc(=O)c3cc(C)ccc3o2)CC1
  A: -1	B: -14	C: -3	D: 5.0	E: 6	F: 1	G: 22	H: 1
40. OCCN1CCN(CC(O)COCCOc2ccc(Br)cc2)CC1 (stereo not given)
  A: -20	B: 24	C: -2	D: 0.0	E: -15	F: 0	G: 15	H: 16
41. Cc1nnc(SC(C)C(=O)N2CCc3ccccc32)s1 (stereo not given)
  A: 0	B: -9	C: 0	D: -0.6	E: -9	F: 2	G: 6	H: -3
42. COc1cc2nc(C3CCC3)n(NC(=O)c3ccco3)c(=O)c2cc1OC
  A: 5	B: 8	C: -3	D: 3.2	E: 1	F: -1	G: 8	H: 13
43. CC(C)CN(C(=O)CN(C)S(=O)(=O)c1ccc(Cl)cc1)C1CCS(=O)(=O)C1 (stereo not given)
  A: 19	B: 6	C: 1	D: -0.2	E: 15	F: -9	G: -4	H: 8
44. COc1ccccc1NC(=O)c1c(C)oc2c1CCCC2
  A: -14	B: -5	C: -1	D: -2.4	E: 5	F: -2	G: 24	H: 24
45. CS(=O)(=O)c1ccc(C2=C(c3ccccc3)C(=O)OC2)cc1
  A: 21	B: 9	C: 10	D: -0.5	E: -1	F: -2	G: 9	H: -4
46. O=C(CCN1C(=O)[C@H]2CC=CC[C@H]2C1=O)NCc1nc(-c2ccccc2)no1
  A: -17	B: -1	C: 0	D: 1.7	E: 8	F: -7	G: -44	H: 0
47. COc1ccc(NC(=O)COC(=O)C2CC2)cc1S(=O)(=O)N1CCCCC1
  A: 17	B: 28	C: -2	D: 2.9	E: 3	F: -3	G: 0	H: 5
48. CC1Nc2ccc(C(=O)NC3CCCCC3)cc2NC1=O (stereo not given)
  A: 12	B: 7	C: 0	D: 5.3	E: 8	F: -5	G: 4	H: 6
49. CCN(CC)P(=O)(Nc1cccc(C(F)(F)F)c1)c1ccc(N(C)C)cc1NC(=O)c1ccco1 (stereo not given)
  A: 10	B: 27	C: -4	D: 1.3	E: 8	F: 4	G: -26	H: 17
50. Clc1ccc(Cn2cccn2)cn1
  A: -8	B: -10	C: 2	D: -2.0	E: -19	F: 0	G: 25	H: 4
51. O=C1c2cccc([N+](=O)[O-])c2C(=O)N1c1c[nH]c(=O)[nH]c1=O
  A: 11	B: 23	C: -4	D: -0.6	E: -3	F: -3	G: 7	H: 11
52. Cc1nn(-c2ccccc2)c2sc(C(=O)OCc3nnc(-c4ccccc4)o3)cc12
  A: -3	B: 23	C: 2	D: 0.5	E: -13	F: 0	G: 0	H: 15
53. O=C(COC(=O)Cc1ccsc1)Nc1ccc(Cl)c(S(=O)(=O)N2CCOCC2)c1
  A: -26	B: -20	C: 1	D: 2.4	E: 14	F: 0	G: -7	H: 1
54. Cc1ccc(/C=N/N(C)C2=NS(=O)(=O)c3ccccc32)o1
  A: 0	B: -8	C: 0	D: -0.7	E: -2	F: -1	G: 24	H: 4
55. O=C(Nc1cccc2ccccc12)c1ccccc1Cl
  A: -11	B: -39	C: -1	D: 3.0	E: 6	F: -1	G: -3	H: 9

Quoted at random: three compounds from above
Key to letters: A = 697 NFkB inh; B = Mdm2-MdmX inh; C = APJ ag; D = UPR CHOP act; E = Jurkat NFkB inh; F = UPR XBP1 act; G = APJ antag; H = tim23-1 inh
27. S=c1[nH]cc(-c2ccccc2)n1-c1ccccc1
  A: -34	B: -23	C: 2	D: -2.2	E: -15	F: 1	G: 15	H: 3
34. COc1ccc(C(CNC(=O)c2ccc(Cl)s2)N2CCOCC2)cc1 (stereo not given)
  A: -1	B: 16	C: 0	D: 2.2	E: 10	F: 0	G: 14	H: 20
54. Cc1ccc(/C=N/N(C)C2=NS(=O)(=O)c3ccccc32)o1
  A: 0	B: -8	C: 0	D: -0.7	E: -2	F: -1	G: 24	H: 4
